Screens as filed in PubChem BioAssay.
HDAC3 inhib = HDAC3 deacetylase inhibitors, primary screen, biochemical, fluorescence, cell-free homogeneous. inhibition, % at 8.3 µM. actives 0.15% (n = 320,000). Histone deacetylase 3 (Homo sapiens), O15379. recombinant HDAC3, fluorogenic peptide/trypsin coupled. AID 2718, 2010; in the data active = inhibition above about 26%, passing the limit was not always enough
KCNK3 inh = human KCNK3 channel inhibitors, primary screen, CHO cells, FluxOR thallium flux, B-score; FluxOR fluorescence; stronger effect = lower value; actives 0.84% (n = 340,000); B-score at 10 µM; Potassium channel subfamily K member 3 (Homo sapiens), O14649; AID 602410, 2012;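 active = B-score under library mean minus 4 SD, starting fluorescence ratio at most library mean plus 5 SD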;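 note: more negative B-score means stronger inhibition of thallium flux through KCNK3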
KCNK9 inh = KCNK9 potassium channel inhibitors, primary screen, HEK293 cells, thallium flux; B-score at 10 µM; FluxOR thallium flux fluorescence; stronger effect = lower value; Potassium channel subfamily K member 9 (Homo sapiens), Q9NPC2; AID 488922, 2010; actives 1.2% (n = 310,000);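 active = ratio B-score over 3 SD below the library mean, with starting fluorescence within 5 SD of its mean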;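 note: negative B-score means less thallium flux so channel inhibition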
hERG rescue = hERG rescue from dofetilide block, primary screen, cell-based, CHO-hERG, FluxOR thallium flux, dofetilide IC70; dofetilide IC70 present; activation (rescue from dofetilide block), less the hit threshold, % at 10 µM; actives 0.51% (n = 310,000); AID 1511, 2009;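 active = activation above the mean of controls blocked by dofetilide plus 5 SD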;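 note: thallium influx through hERG after potassium depolarization seen as dye fluorescence rise; in these data hits start at about 4.7%; inactives centre near -7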
ANO1 block = TMEM16A chloride channel inhibitors, primary screen, cell-based, HTS; Anoctamin-1 (Mus musculus), Q8BHY3; HEK293 TMEM16A/YFP iodide influx fluorescence, ionomycin; normalized B-score (activity score, 25-100; higher = stronger inhibition) at 10 µM; actives 1.2% (n = 310,000);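 active = ratio plate-corrected score three or more library SD toward inhibition, starting fluorescence score within five deviations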;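 note: score derived from kinetic fluorescence span divided by baseline fluorescence per well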
TMEM16A act = TMEM16A chloride channel activators or potentiators, primary screen, cell-based, HTS | Anoctamin-1 (Mus musculus), Q8BHY3 | HEK293 TMEM16A/YFP-H148Q/I152L, iodide quench fluorescence; stronger effect = lower value | B-score at 10 µM | actives 0.3% (n = 340,000) | AID 623877, 2012;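 active = fluorescence-ratio B-score plate-corrected deviation score at least 3 library SD below zero, with starting fluorescence score within 5 deviations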;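 note: channel opened by trigger with iodide after compound preincubation; score built on the fluorescence ratio of max minus min over baseline; more negative score means more quench and so TMEM16A activation or potentiation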
KCNQ1 pot = potentiators or activators of KCNQ1 channel, primary screen, cell-based, thallium flux, high-throughput | CHO-K1 KCNQ1, thallium flux FluxOR fluorescence; stronger effect = higher value | Potassium voltage-gated channel subfamily KQT member 1 (Homo sapiens), P51787 | actives 0.35% (n = 310,000) | B-score at 10 µM;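 active = fluorescence ratio B-score, a plate-corrected score, at least three library SD, with initial intensity B-score within 5 SD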
Target sequence (P51787 whole entry, looked up): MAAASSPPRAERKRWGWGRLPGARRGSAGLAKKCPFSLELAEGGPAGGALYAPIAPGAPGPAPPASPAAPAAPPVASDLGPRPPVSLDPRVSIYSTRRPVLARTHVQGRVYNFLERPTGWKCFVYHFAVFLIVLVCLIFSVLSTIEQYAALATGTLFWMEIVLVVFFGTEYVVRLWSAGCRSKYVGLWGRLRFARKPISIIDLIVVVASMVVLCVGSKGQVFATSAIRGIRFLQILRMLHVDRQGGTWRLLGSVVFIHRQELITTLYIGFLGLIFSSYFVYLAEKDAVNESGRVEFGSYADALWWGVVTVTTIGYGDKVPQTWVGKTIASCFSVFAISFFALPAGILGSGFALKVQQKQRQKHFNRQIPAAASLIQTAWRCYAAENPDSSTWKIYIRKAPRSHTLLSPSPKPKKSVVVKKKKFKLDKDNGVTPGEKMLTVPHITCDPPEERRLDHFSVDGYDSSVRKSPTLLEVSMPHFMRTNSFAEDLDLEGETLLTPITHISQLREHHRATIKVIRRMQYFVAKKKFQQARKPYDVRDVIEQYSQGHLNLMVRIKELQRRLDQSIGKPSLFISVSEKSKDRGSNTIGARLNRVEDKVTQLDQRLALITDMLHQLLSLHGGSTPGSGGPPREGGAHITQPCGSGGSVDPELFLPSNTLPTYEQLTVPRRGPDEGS
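assay system = KCNQ1-transfected CHO-K1 cells | medium = assay buffer with matched DMSO | probe or stimulus = depolarizing K+/Tl+ stimulus, K2SO4 and Tl2SO4 each 12.5 mM in 5x stock | dosing = single dose | incubation = dye 90 min, compound 20 min, room temperature | detection = kinetic FluxOR fluorescence, 10 s baseline plus 110 s post-stimulus | evaluation = ratio B score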
TRPC4 potent = positive allosteric modulators of TRPC4, primary screen, cell-based, mouse TRPC4beta, HEK293 mu-opioid, Fluo-4 calcium | Short transient receptor potential channel 4 (Mus musculus), Q9QUQ5 | DAMGO EC20, Fluo-4 Ca2+ flux; stronger effect = higher value | B-score at 10 µM | actives 0.42% (n = 310,000) | AID 2227, 2009;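 active = B-score of calcium response area above 5 SD of library B-scores, with initial fluorescence ratio within 5 SD of library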;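 note: B-score of integrated fluorescence ratio over time as area under calcium response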
DYRK1A inh = rat Dyrk1A kinase inhibitors, primary screen, biochemical, single point, plate reader. AID 504441, 2011. inhibition, % at 12.5 µM. actives 0.43% (n = 310,000). Dual specificity tyrosine-phosphorylation-regulated kinase 1A (Rattus norvegicus), Q63470. ADP-Glo luminescence, NFATc1 peptide; in the data active = inhibition above about 50%;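 note: plate controls were vehicle with enzyme for no effect and no enzyme for full effect; many of its hits are not listed in these tables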
KCNQ1 block = inhibitors of human KCNQ1 channel, primary screen, cell-based, thallium flux, high-throughput. Potassium voltage-gated channel subfamily KQT member 1 (Homo sapiens), P51787. CHO-K1 KCNQ1, FluxOR thallium flux fluorescence; stronger effect = higher value. B-score at 10 µM. actives 1.3% (n = 310,000). AID 2642, 2010;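 active = compounds whose thallium flux B-score, printed positive for inhibition, exceeds three library SD while starting fluorescence stays within three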;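 note: channel opened by potassium depolarization with thallium stimulus after 20 min compound exposure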
TRPC4 agonist = activators of mouse TRPC4 channel, primary screen, Fluo4 calcium, HEK293 TRPC4beta/mu-opioid cells; AID 2237, 2010; Fluo4 calcium fluorescence; stronger effect = higher value; B-score at 10 µM; actives 0.49% (n = 310,000); Short transient receptor potential channel 4 (Mus musculus), Q9QUQ5;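 active = B-score above 5 SD of library B-scores, and initial fluorescence ratio not above library mean plus 5 SD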;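 note: positive B-score marks a calcium rise read as TRPC4 activation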
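Assay system: HEK293 stable line with TRPC4beta plus mu-opioid receptor. Times: dye 45 min RT, read 110 s. Measured by: kinetic Fluo4 calcium fluorescence. Measure: B score of integrated ratio. Controls: assay buffer as low control, maximal DAMGO as high control.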
Numbers without * were called inactive; i = inactive; / = no result given. These rows are one share of the data; rates above refer to the full screens.

SMILES	HDAC3 inhib	KCNK3 inh	KCNK9 inh	hERG rescue	ANO1 block	TMEM16A act	KCNQ1 pot	TRPC4 potent	DYRK1A inh	KCNQ1 block	TRPC4 agonist
COC(=O)c1ccc(CC(=O)c2ccc(O)cc2O)o1	11	i	i	-17	i	i	i	i	10	i	i
CCC(C(=O)O/N=C(\N)c1ccc(C)cc1)c1ccccc1 (centres undefined)	7	i	i	-5	i	i	i	i	3	i	i
COc1ccc(C2CC(=O)Oc3c2c(=O)n(C)c2ccccc32)c(OC)c1OC (centres undefined)	9	i	i	-12	i	i	i	i	0	i	i
COc1ccc2[nH]c(=O)c(-c3nnn(-c4ccc(Cl)nc4)n3)cc2c1	-4	i	i	-8	i	i	i	i	6	i	i
COC(=O)[C@H](Cc1ccccc1)[C@@H](C)OS(N)(=O)=O	5	i	i	-5	i	i	i	i	3	i	i
CCOC(=O)CNC(=O)c1ccc(OCC(F)(F)F)cc1	1	i	i	-3	i	i	i	i	4	i	i
C=CCn1c(NC(=O)c2ccc(Br)o2)c(S(=O)(=O)c2ccccc2)c2nc3ccccc3nc21	-16	i	i	-1	i	i	i	i	-4	i	i
O=C(Nc1ccc2c(c1)OCO2)Oc1ccccc1	3	i	i	-8	i	i	i	i	4	i	i
Cc1cccc(C(C)(C)C)c1OCCN1CCCC1	-10	i	i	-4	i	i	i	i	1	i	i
CC(=O)c1ccc(OC(C)C)c(CSC(=N)N)c1	1	i	i	-10	i	i	i	i	0	i	i
CC(=O)Nc1ccc(S(=O)(=O)NCc2nc(-c3ccccc3)no2)cc1	-2	i	i	-2	i	i	i	i	10	i	i
CCc1cccc(NS(=O)(=O)c2cccc3cccnc23)c1	2	i	i	-4	i	i	i	i	1	i	i
O=C(C(Cc1ccccc1)NS(=O)(=O)c1cccc2cccnc12)N1CCc2ccccc21 (centres undefined)	3	i	i	-3	i	i	i	i	8	i	i
COc1ccc(C(C)=O)cc1COC(=O)CNC(=O)c1ccc(F)cc1	0	i	i	-4	i	i	i	i	4	i	i
CCOc1ccc(Nc2oc(-c3ccco3)nc2C#N)cc1	8	i	i	-12	i	i	i	i	-6	i	i
COC(=O)c1ccc2c(=O)n(CCN3CCOCC3)c(SCC(=O)C(C)(C)C)nc2c1	-8	i	i	-5	i	i	i	i	1	i	i

Looked up above:
`Cc1cccc(C(C)(C)C)c1OCCN1CCCC1` in DYRK1A inh has 1
`COC(=O)c1ccc2c(=O)n(CCN3CCOCC3)c(SCC(=O)C(C)(C)C)nc2c1` in hERG rescue has -5

Later entries
SMILES	HDAC3 inhib	KCNK3 inh	KCNK9 inh	hERG rescue	ANO1 block	TMEM16A act	KCNQ1 pot	TRPC4 potent	DYRK1A inh	KCNQ1 block	TRPC4 agonist
COc1cc(C(=O)NCCc2cc3c(OC)ccc(OC)c3[nH]c2=O)cc(OC)c1OC	-4	i	i	-9	i	i	i	i	0	i	i
COc1ccc(NC(=O)c2ccc(NS(=O)(=O)c3c(C)noc3C)cc2)cc1OC	1	i	i	-6	i	i	i	i	1	i	i
CCOC(=O)c1c(C)n(C)c2c1cc(OC(C)=O)c1ccccc12	-1	i	i	1	i	i	i	i	3	i	i
CCn1c(SCC(=O)N2CCN(c3ccccc3)CC2)nc2c([nH]c3ccccc32)c1=O	0	i	i	-7	i	i	i	i	-5	i	i
O=C(CC(C(=O)N1CCc2ccccc21)n1ccnc1)NCC1CCCO1 (centres undefined)	3	i	i	-10	i	i	i	i	-1	i	i
COc1cccc(NC(=O)CCSc2nnc3scc(-c4ccccc4)n23)c1	2	i	i	-4	i	i	i	i	-7	i	i
NC(=S)N/N=C/c1ccc(-c2ccc(Cl)c(Cl)c2)o1	5	i	i	-8	i	i	i	i	10	i	i
COc1ccc(CC(=O)NCCc2ccc(S(N)(=O)=O)cc2)cc1	13	i	i	-10	i	i	i	i	-6	i	i
C/C(=N\Nc1ccccc1)c1cc2ccccc2oc1=O	-6	i	i	-4	i	i	i	i	-3	i	i
CCC1Sc2ccccc2N(CC(=O)NCCC2=CCCCC2)C1=O (centres undefined)	-1	i	i	-13	i	i	i	i	3	i	i
CC(C)CCN1C(=O)c2ccc(C(=O)Nc3cccc(S(N)(=O)=O)c3)cc2C1=O	7	i	i	-9	i	i	i	i	1	i	i
CC1CCc2onc(C(=O)O)c2C1 (centres undefined)	1	i	i	0	i	i	i	i	2	i	i
CCOc1ccc(-n2c([S-])c(C(=O)Nc3ccc(S(=O)(=O)N4CCOCC4)cc3)[n+]3cc(C(N)=O)ccc23)cc1	/	i	i	-9	i	i	i	i	2	i	i
Cc1n[nH]c(=O)n1-c1ccc(C(C)C)cc1	0	i	i	-5	i	i	i	i	3	i	i
COc1ccc(-c2c3c(nc4sc(C(=O)Nc5ccccc5)c(N)c24)CCC3)cc1	-4	i	i	-7	i	i	i	i	-4	i	i
CC(=O)c1cnc2scnn2c1=O	7	i	i	-8	i	i	i	i	1	i	i
COc1ccc(-c2[nH]ncc2[C@@H]2C[C@H]3CN(Cc4ccccc4C)C(=O)[C@]34CCCN24)cc1	0	i	i	-9	i	i	i	i	-3	i	i
O=C1Nc2ccccc2N=C(c2ccccc2)C1Br (centres undefined)	-2	i	i	-8	i	i	i	i	3	i	i
Cc1cc(N2CCN(S(=O)(=O)c3ccc(Cl)cc3)CC2)c2ccccc2n1	0	i	i	-19	100*	i	i	i	4	i	i
CCc1nc(SCC(=O)NCc2ccccc2)c2c(=O)n(C)c(=O)n(C)c2n1	0	i	i	-13	i	i	i	i	-4	i	i
Cc1cc(-c2ccc(C)c(S(=O)(=O)N3CCN(C(=O)c4ccco4)CC3)c2)on1	1	i	i	-13	i	i	i	45*	-4	i	i
NC(=O)Nc1ccc(C(=O)OCC(=O)Nc2cccc(S(=O)(=O)NC3=NCCCCC3)c2)cc1	-7	i	i	-13	i	i	i	i	-2	i	i
Cc1ccc(Cl)cc1N1CCN(C(=O)CN2C(=O)c3cccc4cccc2c34)CC1	-2	i	i	-1	i	i	i	i	4	i	i
COc1ccc(C(=O)NNS(=O)(=O)c2ccc(OC)cc2)cc1	2	i	i	-13	i	i	i	i	-1	i	i
CC(C)(C)n1nnnc1C(c1cccs1)N(Cc1cccnc1)Cc1ccco1 (centres undefined)	-1	i	-7.2*	-9	i	i	i	i	3	i	i
CCOc1ccc(C2=CSC3=NCCN23)cc1	8	i	i	-11	i	i	i	i	4	i	i
O=C(COC(=O)CCC(=O)c1cccs1)Nc1cccc(S(=O)(=O)N2CCOCC2)c1	-5	i	i	-2	i	i	i	i	-7	i	i
O=C(CSc1nncs1)NC(=O)NCc1ccco1	0	i	i	-7	i	i	i	i	3	i	i
COCCNC(=O)C(c1cccs1)N(C(=O)Cn1nnc2ccccc21)c1cccc(C(C)=O)c1 (centres undefined)	7	i	i	-12	i	i	i	i	-2	i	i
COc1cc(CC(=O)Nc2ccc(S(=O)(=O)Nc3ncccn3)cc2)cc(OC)c1OC	-3	i	i	-13	i	i	i	i	6	i	i
CN(Cc1ccco1)C(=O)C1CCN(c2nnc(-n3cccc3)s2)CC1	0	i	i	-4	i	i	i	i	-1	i	i
O=C(/C=C/c1ccccc1)Nc1ccc2c(c1)OCCO2	12	i	i	-4	i	i	i	i	0	i	i
Cc1nc(C)c(-c2csc(Nc3ccc(N)cc3)n2)s1	1	i	i	-10	i	i	i	i	-4	i	i
O=C1c2ccccc2C(=O)c2[nH]c(=O)[nH]c21	3	i	i	-2	i	i	i	i	19	i	i
Cn1c(N)c(C(=O)COC(=O)CCOc2ccc(C(C)(C)C)cc2)c(=O)n(C)c1=O	-2	i	i	-7	i	i	i	i	-1	i	i
O=C(O)C1C2C=CC(C2)C1C(=O)Nc1cccc(C(F)(F)F)c1 (centres undefined)	-18	i	i	-6	i	i	i	i	-2	i	i
CN(C(=O)Cn1cccc1C1=NC(c2ccccc2)CO1)c1ccccc1 (centres undefined)	0	i	i	-10	i	i	i	i	-2	i	i
Cc1onc(-c2ccc(Cl)cc2)c1-c1ccnn1S(=O)(=O)c1cccc(C(F)(F)F)c1	4	i	-11*	-13	i	i	i	i	3	i	i
CCn1cc(/C=C(\NC(=O)c2ccccc2F)C(=O)N2CCOCC2)c2ccccc21	3	i	i	-12	i	i	i	i	-1	i	i
O=C(/C=C/c1ccccc1)NCCSCc1ccccc1Cl	-2	i	i	-6	i	i	i	i	3	i	i
